Screening results: PubChem BioAssay, National Center for Advancing Translational Sciences (NCATS)
ERG Ets-DNA blk – qHTS for Small Molecule Inhibitors of the ERG Ets/DNA interaction; Potency, µM (highest dose often 76.9 µM), for inactives: top-dose FP activity, negative = inhibition, usual class: inhibitors; Transcriptional regulator ERG (Homo sapiens), P11308; AID 624246, 2012; fluorescence polarization, His-ERG Ets domain / labelled DNA; 0.028% of 370,000 active; active = well fitted inhibition curve with a large enough effect in the polarisation, with a control signal flat; inconclusive = small, poorly fitted or top-dose-only effect, or effect the other way, or a change in a side signal; inactive = no such curve, though single readings can be large or run the other way; the % refers to the polarisation;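 note: polarization taken with two DNA probes labelled with fluorescein and Texas red; potency is the fitted concentration of half-maximal effect; % of control where 0% means no effect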
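His-tagged ERG Ets domain (1 uM in the protein solution; 300mM KCl, 50mM Tris-HCl, 1mM EDTA, 1mM DTT, pH 7.5) received compound, then a probe mix of 5 nM fluorescein-DNA and 100nM Texas-615-DNA. Fluorescence polarization was read for both dyes.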
ALOX12 inh – Primary qHTS assay for inhibitors of human arachidonate 12S-lipoxygenase (ALOX12): Round 2 | Polyunsaturated fatty acid lipoxygenase ALOX12 (Homo sapiens), P18054 | Potency, µM (highest dose often 108 µM), for inactives: at the highest dose activity change, negative = inhibition, most hits filed as inhibitors | AID 1671190, 2021 | 1.1% of 580,000 active | purified 12hLO, xylenol orange hydroperoxide absorbance; note: potency is the fitted concentration of half-maximal effect; % is set by controls: 0 for no effect and ±100 for the full control effect
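Purified human 12hLO (150 nM final) in 25 mM Hepes, 0.01% Triton X-100, pH 7.0 was preincubated 15 min at room temperature with compound. Then 40 uM arachidonic acid was added, 30 min. Hydroperoxide was read by Fe-XO absorbance ratio 573/405 nm.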
RGS4 inh – Inhibitors of Regulator of G Protein Signaling (RGS) 4: qHTS; Regulator of G-protein signaling 4 (Homo sapiens), P49798; Transcreener GDP fluorescence polarization, RGS4-accelerated GTP hydrolysis; Potency, µM (highest dose often 114 µM), for inactives: top-dose activity change, negative = inhibition, hits mostly inhibitors; 0.039% of 390,000 active; AID 504845, 2011; note: potency is the fitted concentration of half-maximal effect; % is set by controls: 0 for no effect and ±100 for the full control effect; nearly all actives have a fitted effect of over 75% in size; some results filed as inactive show a strong effect at the top dose
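MLSMR compounds (23 nl, pin-transferred) preincubated 10 min at room temperature with a 500nM (2x) first reagent, then RGS4 at 900nM (2x) plus Transcreener GDP mix added; fluorescence polarization (620/688 nm) read before and after 90 min at 30 °C.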
JMJD2A Tudor – qHTS Assay for Inhibitors of JMJD2A-Tudor Domain. Lysine-specific demethylase 4A (Homo sapiens), O75164. 4.4% of 390,000 active. Potency, µM (titrated, usually from 114 µM), for inactives: top-dose activity change, negative = inhibition, actives largely listed as inhibitors. AID 504339, 2011. AlphaScreen JMJD2A-Tudor / H3K4me3 peptide binding; note: potency is the fitted concentration of half-maximal effect; % is set by controls: 0 for no effect and ±100 for the full control effect; nearly all actives have a fitted effect of over 50% in size
Target sequence (O75164 whole entry, looked up, the tested form may be a part): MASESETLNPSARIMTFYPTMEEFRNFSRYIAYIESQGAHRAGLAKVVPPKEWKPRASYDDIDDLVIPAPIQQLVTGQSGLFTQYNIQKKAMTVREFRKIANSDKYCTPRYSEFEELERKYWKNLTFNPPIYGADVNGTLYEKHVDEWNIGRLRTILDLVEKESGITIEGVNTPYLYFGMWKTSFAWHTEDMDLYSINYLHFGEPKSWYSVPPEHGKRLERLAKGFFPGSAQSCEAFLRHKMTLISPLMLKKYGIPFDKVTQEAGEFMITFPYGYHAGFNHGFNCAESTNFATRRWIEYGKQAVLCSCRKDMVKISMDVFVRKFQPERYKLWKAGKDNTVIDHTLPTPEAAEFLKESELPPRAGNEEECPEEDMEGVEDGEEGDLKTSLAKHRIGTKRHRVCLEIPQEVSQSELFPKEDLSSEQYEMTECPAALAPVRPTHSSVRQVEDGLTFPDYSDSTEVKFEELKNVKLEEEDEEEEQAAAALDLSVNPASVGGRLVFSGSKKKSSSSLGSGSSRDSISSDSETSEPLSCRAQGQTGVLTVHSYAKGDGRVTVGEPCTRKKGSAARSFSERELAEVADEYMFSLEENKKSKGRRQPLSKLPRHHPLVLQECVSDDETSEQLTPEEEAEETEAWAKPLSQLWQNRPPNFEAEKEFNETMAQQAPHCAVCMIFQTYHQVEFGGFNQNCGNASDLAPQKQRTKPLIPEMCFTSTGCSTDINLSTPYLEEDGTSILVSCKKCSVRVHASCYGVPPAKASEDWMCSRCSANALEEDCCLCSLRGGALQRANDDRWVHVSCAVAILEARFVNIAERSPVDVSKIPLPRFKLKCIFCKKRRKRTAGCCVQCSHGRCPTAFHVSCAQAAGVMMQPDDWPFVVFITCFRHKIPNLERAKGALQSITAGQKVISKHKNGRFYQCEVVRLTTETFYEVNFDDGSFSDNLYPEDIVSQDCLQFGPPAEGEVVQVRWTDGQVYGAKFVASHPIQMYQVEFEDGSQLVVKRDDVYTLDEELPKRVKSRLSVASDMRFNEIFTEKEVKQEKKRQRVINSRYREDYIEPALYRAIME
GLS inhibitor – qHTS for Inhibitors of Glutaminase (GLS); Potency, µM (top dose mostly 45.5 µM), without a hit: at the top dose activity change, negative = inhibition, most hits filed as inhibitors; Glutaminase kidney isoform, mitochondrial (Homo sapiens), O94925; 0.21% of 410,000 active; GLS enzymatic activity, qHTS titration; note: potency is the fitted concentration of half-maximal effect; % is set by controls: 0 for no effect and ±100 for the full control effect
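Enzyme dispensed in phosphate buffer (45 mM, pH 8.2, 0.02% Tween-20), compounds pinned in, then 1 mM L-glutamine solution and the glutamate oxidase–HRP–Amplex Red mix added; fluorescence read immediately and again after 30 min at room temperature.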
PI4K2A block – qHTS for small molecular inhibitors of PI4K2A; Phosphatidylinositol 4-kinase type 2-alpha (Homo sapiens), Q9BTU6; purified PI4K2A, ADP-Glo luminescence, 1 h; stronger effect = lower value; activity change, negative = inhibition, % at 76.9 µM; 0.13% of 420,000 active; AID 1346378, 2018; in the data active = activity change below about -50%; inconclusive = mostly about -30% to -49%;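 note: -100% = wells without enzyme as full effect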
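Compounds are screened against recombinant PI4K2A using PI as substrate and ATP, the latter dispensed at 300 microM. Reactions run one hour at ambient temperature before ADP-Glo detection; full inhibition defined by wells lacking enzyme.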
HP1b binding inh – HTS for Inhibitors of HP1-beta Chromodomain Interactions with Methylated Histone Tails; AlphaScreen HP1-beta / biotin-H3K9me3 peptide binding; Potency, µM (highest dose often 114 µM), without a hit: at the top dose activity change, negative = inhibition, most hits filed as inhibitors; 0.56% of 390,000 active; note: potency is the fitted concentration of half-maximal effect; nearly all actives have a fitted effect of over 70% in size; inactives centre near 23
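AlphaScreen: HP1-beta (50 nM) preformed 30 min with biotin-H3(1-18)K9me3 peptide (50 nM) in PBS pH 7.4, 0.01% Tween-20. Compound added for 30 min at RT, then streptavidin donor/nickel chelate acceptor beads (10 ug/mL) for 30 min.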
G9a inh – qHTS Assay for Inhibitors of Histone Lysine Methyltransferase G9a. Potency, µM (highest dose often 102 µM), for the others: top-dose activity, negative = inhibition, hits mostly inhibitors. 8.8% of 350,000 active. Histone-lysine N-methyltransferase EHMT2 (Homo sapiens), Q96KQ7. G9a H3K9 monomethylation, AlphaScreen, 2 h. AID 504332, 2011; note: potency is the fitted concentration of half-maximal effect; % is set by controls: 0 for no effect and ±100 for the full control effect; nearly all actives have a fitted effect of over 75% in size
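Signal arises when biotinylated H3K9 peptide, once monomethylated, bridges streptavidin donor and antibody-captured acceptor beads. Enzyme at 20 nM was preincubated 15 min with test compounds; peptide 500 nM and SAM 20 uM then reacted for 2 h.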
BAZ2B block – qHTS Assay for Inhibitors of BAZ2B | Bromodomain adjacent to zinc finger domain protein 2B (Homo sapiens), Q9UIF8 | AlphaScreen BAZ2B-H3K14Ac peptide displacement | Potency, µM (series often up to 114 µM), for the others: at the highest dose activity change, negative = inhibition, hits mostly inhibitors | 4.4% of 360,000 active | AID 504333, 2011; note: potency is the fitted concentration of half-maximal effect; % is set by controls: 0 for no effect and ±100 for the full control effect; nearly all actives have a fitted effect of over 60% in size
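In this displacement format the biotinylated H3(5-23) peptide acetylated at Lys14 serves as ligand at 50 nM, with BAZ2B at 50 nM in PBS pH 7.4 containing 0.01% Tween-20. Donor and acceptor beads are 10 ug/mL final.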
* = called active by the depositor; ? = inconclusive; / = not tested or not shown; & = joins results of further samples; [ ] = dose if it differs, or a comment. Unless noted, calls come from the whole dose curve; as a rule, active = well fitted curve in the direction sought with a large enough effect; inconclusive = small, poorly fitted or top-dose-only effect, or another doubt; inactive = no such curve, though single readings can be large; an effect the other way counts as inactive or inconclusive. This is a subset; count on the stated rates, not on these rows.

ERG Ets-DNA blk,ALOX12 inh,RGS4 inh,JMJD2A Tudor,GLS inhibitor,PI4K2A block,HP1b binding inh,G9a inh,BAZ2B block,SMILES
-2%,4%,-12%,8%,4%,1,55%[activator],/,/,CC1CCCC(C)N1C(=O)COC(=O)c1cc(F)c(F)cc1Cl (stereo not drawn)
11%,25%,4%,-23%,0%,3,2%,?,3%,CCn1nc(C(=O)Nc2ccc(Cl)c(S(=O)(=O)N3CCOCC3)c2)c2ccccc2c1=O
-7%,?,-13%,-5%,-9%,-15,32%,1%,-7%,Cc1ccc(S(=O)(=O)/N=C(\N)c2ccc(Cl)cc2)cc1
9%,?,8%,22µM*,2%,6,-26%[57 µM],35µM*,?,Cc1cc(C)c2sc(N(CCN(C)C)C(=O)c3ccc4ccccc4c3)nc2c1
-9%,22%,11%,-10%,-16%,3,21%,?,-3%,Cc1cccc(C)c1NC(=O)C1CCCN1C(=O)Nc1cccc(F)c1 (stereo not drawn)
5%,-15%,15%,-9%,5%,3,20%,11%,-4%,COc1cccc(NC(=O)CN2C(=O)C(c3ccc(C)cc3)=NC23CCCCCC3)c1
/,?,?,18µM*,2%,-15,?,/,/,CC(=NNC(=S)N(Cc1ccccn1)Cc1ccccn1)c1cnccn1
7%,?,-4%,-4%,1%,1&3,39%[activator],-23%[59 µM],-7%,Nc1cc(C(Cl)=C(Cl)Cl)c(S(N)(=O)=O)cc1S(N)(=O)=O
-10%,3%,22%,-5%,-3%,3,10%[57 µM],25%,-4%,C[C@@H](NC(=O)CN1C(=O)c2ccccc2S1(=O)=O)c1ccccc1
-4%,0%,16%,-9%,1%,8,31%,3%,-6%,CCC1(CC)C(=O)N=C2c3ccccc3C(=O)N21
17%,-10%,-13%,3%,22%,0,40%[activator],25%,-11%,O=C1CS/C(=N/N=C/c2ccccc2OS(=O)(=O)c2ccccc2)N1
-6%,?,23%,-20%,-14%,2,9%,17%[59 µM],?,COc1cc(CCC(=O)OCC(=O)Nc2ncc(Cl)cc2Cl)cc(OC)c1OC
-5%,-1%,-10%,-25%,-3%,-4,39%,-10%[59 µM],1%,CC1Cc2ccccc2N1C(=O)CSc1nnc2c(n1)[nH]c1ccccc12 (stereo not drawn)
5%,-12%,-21%,-34%,5%,-1,12%,?,-2%,O=C(c1ccco1)N1CCN(c2ncnc3scc(-c4cccs4)c23)CC1
-6%,-29%,-22%,-15%,-7%,6,15%[57 µM],-2%[59 µM],2%,Cc1cccc2c(=O)cc(CSc3ccccc3NC(=O)c3cccc(Br)c3)[nH]c12
-9%,4%,1%,-3%,-7%,3,25%,-15%,11%,COc1ccc(CNC(=O)c2c(-c3c(F)cccc3Cl)noc2C)cc1

Ordered by heavy-atom count (smallest number first): 7 of the compounds above
ERG Ets-DNA blk,ALOX12 inh,RGS4 inh,JMJD2A Tudor,GLS inhibitor,PI4K2A block,HP1b binding inh,G9a inh,BAZ2B block,SMILES
-4%,0%,16%,-9%,1%,8,31%,3%,-6%,CCC1(CC)C(=O)N=C2c3ccccc3C(=O)N21
-10%,3%,22%,-5%,-3%,3,10%[57 µM],25%,-4%,C[C@@H](NC(=O)CN1C(=O)c2ccccc2S1(=O)=O)c1ccccc1
17%,-10%,-13%,3%,22%,0,40%[activator],25%,-11%,O=C1CS/C(=N/N=C/c2ccccc2OS(=O)(=O)c2ccccc2)N1
-9%,4%,1%,-3%,-7%,3,25%,-15%,11%,COc1ccc(CNC(=O)c2c(-c3c(F)cccc3Cl)noc2C)cc1
/,?,?,18µM*,2%,-15,?,/,/,CC(=NNC(=S)N(Cc1ccccn1)Cc1ccccn1)c1cnccn1
-6%,?,23%,-20%,-14%,2,9%,17%[59 µM],?,COc1cc(CCC(=O)OCC(=O)Nc2ncc(Cl)cc2Cl)cc(OC)c1OC
-6%,-29%,-22%,-15%,-7%,6,15%[57 µM],-2%[59 µM],2%,Cc1cccc2c(=O)cc(CSc3ccccc3NC(=O)c3cccc(Br)c3)[nH]c12

The results go on.
ERG Ets-DNA blk,ALOX12 inh,RGS4 inh,JMJD2A Tudor,GLS inhibitor,PI4K2A block,HP1b binding inh,G9a inh,BAZ2B block,SMILES
5%,?,-46%,?,13%,3,48%[activator],-2%[12.7 µM],-8%,COc1cccc(/C(O)=C2/C(=O)C(=O)N(c3cc(C)on3)C2c2cccs2)c1 (stereo not drawn)
-10%,2%,-18%,-13%,40%[activator],-4,24%,-43%,-25%,COc1cc(/C=N\NC(=O)C2COc3ccccc3O2)cc(OC)c1O (stereo not drawn)
19%,0%,-23%,-12%,-15%,3,24%,?,-2%,CCC(C)NC(=O)c1ccccc1SC (stereo not drawn)
3%,5%,34%,-15%,2%,2,10%,-3%[59 µM],0%,CC(C)C(=O)NC(NCC1CCCO1)C(Cl)(Cl)Cl (stereo not drawn)
-7%,-15%,-17%,-14%,-4%,-7,18%,-8%,-33%,O=c1[nH][nH]cc1C=Nc1ccccc1Cl
5%,-3%,15%,-15%,17%,0,44%[activator],-25%,?,Nn1cc(-c2ccccc2)nc1SCC(=O)NCC(F)(F)F
22%,-8%,3%,-15%,16%,-5,56%[activator],/,/,COc1ccccc1NS(=O)(=O)c1ccc(C(=O)NCC(c2ccco2)N2CCCCC2)cc1 (stereo not drawn)
-10%,-2%,-7%,-9%,-7%,2,28%,-7%[12.7 µM],2%,CC(=O)n1ccnc1
4%,14%,-24%,-8%,-2%,-1,36%,?,5%,Cc1cc(C(=O)OCC(=O)NC2CCC(C)CC2)c(C)o1 (stereo not drawn)
3%,2%,-1%,-12%,0%,3,25%,-22%,-5%,CN(C)S(=O)(=O)c1ccc(N2CCCC2)c(C(=O)Nc2nc3ccc(F)cc3s2)c1
-5%,/,10%,-22%,6%,-11,19%,23%[2.33 µM],-2%,CN(c1ccccc1)S(=O)(=O)c1ccc(C(=O)Nc2ncccc2O)cc1
5%,5%,16%,-10%,0%,2,29%,12%[12.7 µM],8%,CC(CCc1ccccc1)NC(=O)CN1C(=O)NC2(CCCCC2C)C1=O (stereo not drawn)
-4%,14%,-9%,3%,0%,-13,39%,10%,-38%,C/C(CC(=O)Nc1cc(C)ccn1)=N\NC(=O)c1ccc(C)cc1
-3%,0%,9%,30%,-4%,-1,97%[activator],62%[activator][59 µM],62%[activator],CCc1ccc(OCC(=O)N(Cc2ccco2)Cc2ccccc2Cl)cc1
1%,14%,10%,-28%,6%,4,18%,13%[12.7 µM],-10%,Cc1noc(C)c1S(=O)(=O)Nc1ccc(C(=O)N2CCN(c3cccc(Cl)c3)CC2)cc1
-4%,2%,-8%,-11%,-2%,3,36%,21%,-4%,CCOC(=O)C1(Cc2ccccc2)CCCN(Cc2ccc(OCC)c(CO)c2)C1 (stereo not drawn)
-14%,18%,11%,11%,4%,-6,30%,2%,-5%,CC(=O)c1ccc(OCc2cc(C(=O)NCCN3CCCC(O)C3)no2)cc1 (stereo not drawn)
6%,-4%,-9%,17%,/,6,17%,/,-6%,COc1ccc2nc(SCC(=O)NN)cc(C)c2c1
2%,9%,20%,-15%,3%,-3,29%,-6%,-15%,COc1ccc(C(=O)Nc2c(Cl)cc(Cl)cc2C(=O)N2CCOCC2)cc1
-8%,-2%,1%,-20%,-6%,0,16%,-24%,13%,Cc1ccc(C)c(NC(=O)CN(C)C(=O)c2cc3c(s2)CCCCC3)c1
6%,-6%,36%,-5%,12%,-3,-15%,?,5%,CCN(CC)CCn1c2c(c(SCC(=O)Nc3nccs3)nc1=O)CCCC2
